SIRT5 inh: SIRT5 desuccinylase inhibitors, primary screen, biochemical, fluorescence imaging, single point, set 5. 330,000 tested, 1.1% active. inhibition, % at 15 µM. NAD-dependent protein deacylase sirtuin-5, mitochondrial (Homo sapiens), Q9NXA8. AID 652115, 2013. Purified SirT5, succinyl-peptide AMC, trypsin-coupled fluorescence; in the data active means inhibition above about 15%; inconclusive means no clear call, values can overlap the other calls
Target sequence (Q9NXA8 whole entry, looked up): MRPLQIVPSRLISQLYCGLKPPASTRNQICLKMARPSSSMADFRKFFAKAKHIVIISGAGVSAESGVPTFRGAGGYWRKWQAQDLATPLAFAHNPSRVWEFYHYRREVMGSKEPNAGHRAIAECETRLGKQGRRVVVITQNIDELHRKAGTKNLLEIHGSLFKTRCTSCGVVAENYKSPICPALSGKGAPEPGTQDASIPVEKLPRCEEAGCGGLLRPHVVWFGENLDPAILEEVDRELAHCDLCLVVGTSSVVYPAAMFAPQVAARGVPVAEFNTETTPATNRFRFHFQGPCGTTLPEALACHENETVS
ERp5 inh: inhibitors of ERp5-driven insulin aggregation, primary screen, biochemical, turbidity, absorbance 650 nm, single point | 90 min | 350,000 tested, 0.05% active | AID 651711, 2012 | Protein disulfide-isomerase A6 (Homo sapiens), Q15084 | inhibition, % at 9.99 µM;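 active means mean replicate inhibition above about 25%, with every replicate also reaching it, limit read from the data, passing the limit was not always enough; inconclusive means only one of those two criteria met; inactive means neither criterion met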
E-sel inducer: E-selectin induction in HUVECs, primary screen, imaging, HUVEC, immunofluorescence imaging, single point; P16581; normalized: neutral wells 0, TNF-alpha wells 100; activation, % at 7.58 µM; 260,000 tested, 0.37% active;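 active means mean E-selectin-positive cell signal at least 10% of the positive control, reached in at least 60% of replicates, without over 20% cell loss; inconclusive means no rule given, readout overlaps actives, possibly toxicity-flagged; inactive means the rest, including those meeting only one limit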;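 further: in these data hits start at about 27%; measured in HUVEC primary endothelial cells; signal is the percent of cells scored E-selectin positive by PE staining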
Target sequence (P16581 whole entry, looked up): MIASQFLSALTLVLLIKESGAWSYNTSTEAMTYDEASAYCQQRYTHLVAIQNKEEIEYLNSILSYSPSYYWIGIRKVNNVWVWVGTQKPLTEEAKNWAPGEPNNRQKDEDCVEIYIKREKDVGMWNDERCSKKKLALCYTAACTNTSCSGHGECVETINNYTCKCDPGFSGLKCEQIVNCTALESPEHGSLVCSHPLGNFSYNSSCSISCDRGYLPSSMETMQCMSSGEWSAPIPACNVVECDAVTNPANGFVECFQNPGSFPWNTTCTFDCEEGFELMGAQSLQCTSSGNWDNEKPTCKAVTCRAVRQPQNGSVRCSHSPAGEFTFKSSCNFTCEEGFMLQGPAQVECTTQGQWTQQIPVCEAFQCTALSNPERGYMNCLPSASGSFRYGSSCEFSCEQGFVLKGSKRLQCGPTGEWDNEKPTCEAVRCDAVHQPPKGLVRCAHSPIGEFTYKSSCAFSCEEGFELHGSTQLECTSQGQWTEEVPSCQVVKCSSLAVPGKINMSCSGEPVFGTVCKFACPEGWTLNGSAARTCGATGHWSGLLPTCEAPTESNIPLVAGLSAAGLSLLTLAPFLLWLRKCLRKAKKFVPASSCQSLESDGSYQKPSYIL
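material = human umbilical vein endothelial cells (HUVEC), E-selectin induction | quantity = 3,000 cells/well | medium = EGM-2 growth medium on 0.1% gelatin-coated wells | technique = immunofluorescence imaging | read-out basis = % PE-positive cells | control set = TNF-alpha positive control, DMSO neutral control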
Statin myotox sup: suppressors of statin myotoxicity in C2C12 myotubes, primary screen, cell-based, single point, plate reader; C2C12 myotubes + simvastatin, ATP luminescence, 48 h; scaled: DMSO 0, geranylgeraniol control 100; 330,000 tested, 0.78% active; rescue of ATP level, % at 7.49 µM;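 active means mean ATP rescue above about 67%, or every replicate alone reaching that limit, limit read from the data, passing the limit was not always enough; inconclusive means no clear call, values can overlap the other calls; inactive means mean under the limit and some replicate under it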;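 further: myotubes were challenged with 10 µM simvastatin during compound exposure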
PglD inh: C. jejuni PglD acetyltransferase inhibitors, primary screen, biochemical, DTNB colorimetric, single point. 360,000 tested, 0.098% active. inhibition, % at 12.5 µM. AID 602405, 2012. UDP-N-acetylbacillosamine N-acetyltransferase PglD (Campylobacter jejuni). purified PglD enzyme, DTNB colorimetric CoA detection; in the data active means inhibition above about 16%, passing the limit was not always enough; inconclusive means no clear call, values can overlap the other calls; further: strong numbers were not always called active
S100A4 MyoIIA: inhibitors of S100A4-myosin IIA peptide binding, primary screen, biochemical, fluorescence polarization, TAMRA-MyoIIA peptide | inhibition, % at 10.7 µM | Protein S100-A4 (Homo sapiens), P26447 | 360,000 tested, 0.14% active;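 active means mean inhibition of at least 70% across replicates, with every replicate also reaching that level; inconclusive means mean inhibition reaches 70% but some replicates fall short; inactive means mean inhibition below 70%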
Target sequence (P26447 whole entry, looked up): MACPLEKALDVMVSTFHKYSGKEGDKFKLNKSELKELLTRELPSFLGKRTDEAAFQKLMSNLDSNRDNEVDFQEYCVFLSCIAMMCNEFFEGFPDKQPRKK
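Test system: S100A4 monomer protein. Medium: HEPES buffer with Ca2+, pH 7.2. Reagent: fluorescent myosin IIA peptide, 5 nM. Compound dosing: single-point compound testing. Timing: 5 min between mix addition and reading. Benchmarks: DMSO neutral and TFP positive wells.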
DENV2 CPE: inhibitors of DENV2 cytopathic effect, primary screen, cell-based, plate reader, single concentration. 350,000 tested, 1.7% active. DENV2-infected cells, cytopathic effect rescue. CPE inhibition, % at 9.99 µM; in the data active means CPE inhibition above about 20%, passing the limit was not always enough; inconclusive means no clear call, values can overlap the other calls; tested in BHK-21 cells;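 further: 0% = median of neutral control wells and 100% = median of positive control wells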
An asterisk follows results filed as active; ? = inconclusive; / = not tested or not shown; & = joins results of further samples.

nr	molecule	SIRT5 inh	ERp5 inh	E-sel inducer	Statin myotox sup	PglD inh	S100A4 MyoIIA	DENV2 CPE
1	C[C@H](CO)N1C[C@H](C)[C@H](CN(C)Cc2ccc(-c3ccccc3)cc2)Oc2c(NC(=O)Nc3ccc(F)cc3)cccc2C1=O	1	6	0.1	/	-5	-16	14
2	COc1ccc(CN(C)C(=O)Cc2c[nH]c3ccccc23)cc1	2	-2	0.1	11	2	-5	1
3	O=C(Nc1ccc(SC(F)F)cc1)C1=CC=CN2CCS(=O)(=O)N=C12	-3	-3	/	-3	-3	-6	-1
4	CN(CC(=O)Nc1ccccc1Cl)CC(=O)N1CCc2ccccc21	1	0	/	5	6	-1	8
5	COc1ccc(S(=O)(=O)NC2(C(F)(F)F)NC(=O)N(CCc3ccc(OC)c(OC)c3)C2=O)cc1 (stereo not given)	-2	2	0.0	0	3	0	0
6	CCCn1cc(CN2CCC(n3nccc3NC(=O)c3ccccc3)CC2)c(C)n1	-3	2	-0.8	8	0	2	-5
7	Cc1ccc(OCC(=O)N(Cc2ccc(N(C)C)cc2)C2CCS(=O)(=O)C2)cc1C (stereo not given)	3	-5	?	-1	7	-1	-2
8	O=C(OCc1cn(Cc2ccccc2)nn1)c1ccccc1	/	-5	-0.1	-6	-1	-3	11

nr	molecule	SIRT5 inh	ERp5 inh	E-sel inducer	Statin myotox sup	PglD inh	S100A4 MyoIIA	DENV2 CPE
9	COc1cc(CN(C)Cc2cc(=O)oc3cc(C)c(Cl)cc23)ccc1OC(F)F	9	2	0.0	9	1	-1	-4
10	Cc1ccc(NC(=O)COC(=O)Cn2cnc3c2c(=O)n(C)c(=O)n3C)c(Cl)c1	9	-5	0.0	/	/	8	0
11	C[C@@H]1CN([C@H](C)CO)C(=O)c2cc(NC(=O)C3CC3)ccc2O[C@H]1CN(C)CC1CCCCC1	/	0	-0.3	-32	5	2	-9
12	Cc1cc(NC(=O)c2cccc(S(=O)(=O)N3CCOCC3)c2)no1	/	/	-0.1	-3	5	/	/
13	C[C@@H]1CN([C@@H](C)CO)C(=O)c2cc(C#C[C@@H](C)O)cnc2O[C@H]1CN(C)C(=O)c1ccccc1F	-3	0	/	-9	-3	-16	-4
14	O=C(COC(=O)Cc1ccc(Br)cc1)NC1CCCCCC1	1	-1	/	/	/	-2	-3
15	CSc1nc2ncnc(N)c2[nH]1	-5	8	-0.2	/	2	0	3
16	O=C(c1ccccc1)N1CCCCC(Sc2nnc3ccccn23)C1=O (stereo not given)	3	5	/	19	9	4	5

nr	molecule	SIRT5 inh	ERp5 inh	E-sel inducer	Statin myotox sup	PglD inh	S100A4 MyoIIA	DENV2 CPE
17	N#CC1(NC(=O)CN2C(=O)NC3(CCCCCC3)C2=O)CCCCC1	2	7	-0.9	3	-6	2	-4
18	Cc1nc2ccccc2c(=O)n1-c1ccc(NS(=O)(=O)c2ccc(F)cc2)cc1	-4	-2	-0.1	-4	/	0	4
19	COc1cc(NC(=O)Cn2nc(-c3ccc(F)cc3)ccc2=O)ccc1-n1cnnn1	3	-1	3.2	/	/	3	-1
20	COc1ccc(C(=O)n2cc(C(=O)c3cc(C)ccc3O)cn2)cc1OC	-1	2	-0.2	/	/	-3	2
21	CC1(C)CC(=O)C(N=Nc2ccc(C(F)(F)F)cc2[N+](=O)[O-])=C(O)C1	-4	2	2.8	/	0	0	-4
22	CC(OC(=O)CCc1cc(C(C)(C)C)c(O)c(C(C)(C)C)c1)C(=O)NC1CC1 (stereo not given)	-7	-3	-0.1	8	3	3	-1
23	CCCC#Cc1ccc([C@H]2[C@H](CO)N3CCCCN(S(=O)(=O)c4ccccc4F)C[C@@H]23)cc1	4	2	-0.3	-13	-3	-10	11
24	O=C(N/N=C/c1c(F)cccc1Cl)C(=O)N1CCCCCC1	0	-14	-0.2	1	0	-35	-7

nr	molecule	SIRT5 inh	ERp5 inh	E-sel inducer	Statin myotox sup	PglD inh	S100A4 MyoIIA	DENV2 CPE
25	S=c1[nH]nc(C2CCCCC2)n1/N=C/c1cccc(Cl)c1Cl	0	1	0.4	-5	-5	-1	-7
26	COCC(=O)Nc1ccc2c(c1)[C@H]1C[C@H](CC(=O)NCc3cccnc3)O[C@H](CO)[C@H]1O2	-3	-2	0.2	-2	0	-3	-1
27	CC(CN1CCCC1)OC(=O)c1ccc(F)cc1 (stereo not given)	-5	-11	/	7	-4	-5	-3
28	Cc1ccc(S(=O)(=O)N(C)C[C@@H]2OCCCC[C@@H](C)Oc3ccc(NC(=O)NC4CCCCC4)cc3C(=O)N([C@H](C)CO)C[C@H]2C)cc1	4	-6	0.2	/	1	-14	1
29	CN(C)C(=O)C[C@H]1CC[C@H]2[C@@H](COC[C@@H](O)CN2Cc2ccc(C(F)(F)F)cc2)O1	/	/	-0.1	10	-6	/	-1
30	COc1ccc(NC(=O)N[C@H]2CC[C@@H](CCn3cc(C4(O)CCCC4)nn3)O[C@H]2CO)cc1	0	-3	0.0	1	-2	7	-4
31	O=C(NCc1ccco1)C1CCCN1C(=O)Nc1ccccc1 (stereo not given)	/	-3	5.8	9	/	1	?
32	CSc1ncccc1C(=O)N1CCCC(N2CCN(c3ccccc3F)CC2)C1 (stereo not given)	-3	6	-0.1	8	-2	0	6

nr	molecule	SIRT5 inh	ERp5 inh	E-sel inducer	Statin myotox sup	PglD inh	S100A4 MyoIIA	DENV2 CPE
33	COc1ccc(CCNC(=O)CCCn2c(=O)c3cccn3c3cccnc32)c(OC)c1	-5	-3	/	-5	-1	1	-2
34	CO[C@H]1CN(C)C(=O)c2ccc(NC(C)=O)cc2OC[C@H](C)N(CC2CC2)C[C@@H]1C	-2	4	0.0	-12	0	2	-15
35	COc1cccc(C(=O)Nc2ccc3c(c2)OC[C@@H](C)N(CC2CC2)C[C@H](C)[C@@H](OC)CN(C)C3=O)c1	-1	1	-0.3	-3	-2	7	-12
36	Cc1ccc(-c2nnc(CCC(=O)N(C)Cc3nccs3)o2)s1	1	2	/	5	/	-6	16
37	CC(C)C[C@@H](COCc1ccc(Cl)cc1)N1CCN(C(=O)c2ccc(C(F)(F)F)cc2)CCC1=O	-9	-3	5.1	/	/	-4	-5
38	COc1ccc(-c2nn(-c3ccccc3)cc2CNC(C)Cn2cncn2)c(F)c1 (stereo not given)	0	-5	/	0	-2	-12	-1
39	CC(=O)N1CCC(=NNc2nc3ccccc3[nH]2)CC1	-1	-2	/	/	-6	0	-2
40	CCCNC(=O)N(C)C[C@@H]1Oc2ncc(C3=CCCCC3)cc2C(=O)N([C@@H](C)CO)C[C@@H]1C	2	0	-0.2	17	4	2	-1

nr	molecule	SIRT5 inh	ERp5 inh	E-sel inducer	Statin myotox sup	PglD inh	S100A4 MyoIIA	DENV2 CPE
41	O=S(=O)(c1ccccc1)N1CC[C@@H]2[C@H]1c1cc(-c3ccccc3F)ccc1N[C@@H]2CO	/	12	-0.2	6	-2	/	/
42	CN(C)S(=O)(=O)c1cc(NC(=O)CN2CCN(c3ccccc3O)CC2)ccc1Cl	-2	1	-1.7	/	/	-3	7
43	CC(C)S(=O)(=O)c1csc(C(=O)Nc2ccc(F)cc2)c1N	0	2	/	-50	/	5	19
44	CC(C(=O)OCC(=O)Nc1ccccc1OC(F)F)N1C(=O)C2CC=CCC2C1=O (stereo not given)	-5	4	-0.2	-9	-3	0	1
45	FC(F)(F)c1cc(-c2ccccc2)nc(-n2cncn2)n1	-6	0	/	29	3	-16	/
46	Cc1c(NC(=O)/C(C#N)=C/c2c(N3CCCCC3)nc3ccccn3c2=O)c(=O)n(-c2ccccc2)n1C	0	3	/	/	-6	5	-6
47	O=C(Nc1ccccc1)c1ccccc1OS(=O)(=O)c1ccccc1	0	4	2.6	5	-1	-4	1
48	Cc1cc(NC(=O)CSCC(=O)N2CCN(c3cccc(C)c3C)CC2)no1	-5	-1	/	9	-2	-5	-6

nr	molecule	SIRT5 inh	ERp5 inh	E-sel inducer	Statin myotox sup	PglD inh	S100A4 MyoIIA	DENV2 CPE
49	COc1ccc(OC)c(NS(=O)(=O)c2ccc(NC(=O)c3ccc(NS(C)(=O)=O)cc3)cc2)c1	-3	1	/	/	/	-8	7
50	CC(=O)c1c(-c2ccccc2)c2cc(Cl)ccc2[nH]c1=O	-3	0	/	/	/	-6	0
51	O=C(OCc1ccccc1)N1CCC2CC1c1cc(N3CCOCC3)ccc12 (stereo not given)	2	1	-0.5	3	-1	-15	0
52	CCCN(C)C[C@@H]1Oc2ncc(Br)cc2C(=O)N([C@H](C)CO)C[C@@H]1C	-2&0	-4&-11	0.7	-7&4	-3&-2	-4&24	5&-5
53	CCCCCCCc1ccc(-c2ccc(O)cc2)nc1	11	0	/	18	/	21	8
54	CNC[C@H]1OCCCC[C@@H](C)Oc2ccc(NC(=O)Nc3ccccc3)cc2C(=O)N([C@@H](C)CO)C[C@H]1C	0	-7	0.0	13	-2	-3	-2
55	Cc1cc(C(=O)CCl)c(C)n1-c1cccc([N+](=O)[O-])c1	-1	1	/	4	0	4	/
56	CCc1ccc(-c2cc(C)no2)cc1S(=O)(=O)N1CCN(c2cc(C)ccc2C)CC1	-2	-3	/	-13	5	-14	2

nr	molecule	SIRT5 inh	ERp5 inh	E-sel inducer	Statin myotox sup	PglD inh	S100A4 MyoIIA	DENV2 CPE
57	CN(C)C=NC(=O)/C(C#N)=C/c1ccccc1	-3	-8	/	/	/	20	-1
58	O=C1CNC[C@H]2[C@@H](c3ccc(C#CC4CCCCC4)cc3)[C@H](CO)N12	-2	3	0.1	/	/	2	18
59	Cc1ccc(OCC(=O)Nc2ccccc2N2CCCC2)c(C)c1	-2	1	/	/	/	10	-3
60	CCOC(=O)c1cc(-c2ccccc2)sc1NC(=O)COC(=O)c1cccc(S(N)(=O)=O)c1	13	7	/	/	/	-18	-1
61	C[C@H]1CN([C@@H](C)CO)C(=O)c2cc(-c3cccc(C#N)c3)cnc2O[C@@H]1CN(C)C	-3	1	0.0	/	3	9	-2
62	Cc1ccc(S(=O)(=O)N(NC2=NS(=O)(=O)c3ccccc32)C(=O)c2ccccc2)cc1	-3	6	0.5	/	/	1	7
63	C[C@H]1CN([C@@H](C)CO)S(=O)(=O)c2ccc(-c3cccc(F)c3)cc2O[C@@H]1CN(C)C(=O)C1CC1	2	-1	9.2	8	1	-2	6
64	CC(=O)N1C[C@@H](CO)[C@@H](N(C)C(=O)Nc2cccc3ccccc23)C[C@H]1c1ccccc1	3	5	0.1	/	/	1	-8
65	N=C1SC(c2ccccc2)C(=O)N1c1ncc(Cc2ccccc2)s1 (stereo not given)	0	-4	/	/	1	-4	-5
66	O=C(CC1CC1)N1CC(=O)N2[C@@H](CO)[C@@H](c3ccc(C#Cc4ccc(F)cc4)cc3)[C@@H]2C1	2	0	0.3	/	/	-4	0
67	COc1ccc(NC(=O)N(C)C[C@@H]2Oc3ccc(NC(=O)Cn4cnnn4)cc3CC(=O)N([C@@H](C)CO)C[C@@H]2C)cc1	4	3	/	-2	-1	9	-13

Bioassay records from PubChem BioAssay.

Not all compounds are listed (hit frequency here may not be typical).
